Screening results as filed in PubChem.
mIAP block = blocks mouse intestinal alkaline phosphatase; AID 2806; purified mouse IAP, CDP-Star luminescence, 30 min; actives 0.2% (n = 330,000); inhibition, % at 10 µM;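 active = inhibition of at least 40% at 10 µM in the primary screen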;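 also: plate controls were DMSO with enzyme for no effect and no enzyme wells for full effect; values of inactives mirror those of a sister screen read the other way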
mIAP act = mouse IAP activation; muIAP, CDP-Star luminescence, 30 min; hits give high values; 1 = vehicle-only enzyme signal, 0 = enzyme-free wells; actives 0.24% (n = 330,000); activation factor at 10 µM;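 active = activation factor of at least 2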; also: the source names both 10 and 20 µM as test concentration; values of inactives mirror those of a sister screen read the other way
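System: mouse IAP enzyme. Reagent: CDP-Star chemiluminescent phosphatase substrate. Benchmarks: DMSO wells, no-enzyme wells. Times: 30 min enzyme-substrate-compound incubation at room temperature. Detection: luminescence from enzymatic CDP-Star hydrolysis. Doses: test compounds delivered from DMSO solution.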
hIAP act = human IAP activation | P09923 | purified human IAP, CDP-Star luminescence, 30 min; hits give high values; 1 = vehicle-only enzyme, 0 = enzyme-free background | activation factor at 10 µM | actives 0.16% (n = 330,000) | AID 2524;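 active = activation factor of the enzyme at least 2-fold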; also: the source names both 10 and 20 µM as test concentration; values of inactives mirror those of a sister screen read the other way
Target sequence (P09923 whole entry, looked up): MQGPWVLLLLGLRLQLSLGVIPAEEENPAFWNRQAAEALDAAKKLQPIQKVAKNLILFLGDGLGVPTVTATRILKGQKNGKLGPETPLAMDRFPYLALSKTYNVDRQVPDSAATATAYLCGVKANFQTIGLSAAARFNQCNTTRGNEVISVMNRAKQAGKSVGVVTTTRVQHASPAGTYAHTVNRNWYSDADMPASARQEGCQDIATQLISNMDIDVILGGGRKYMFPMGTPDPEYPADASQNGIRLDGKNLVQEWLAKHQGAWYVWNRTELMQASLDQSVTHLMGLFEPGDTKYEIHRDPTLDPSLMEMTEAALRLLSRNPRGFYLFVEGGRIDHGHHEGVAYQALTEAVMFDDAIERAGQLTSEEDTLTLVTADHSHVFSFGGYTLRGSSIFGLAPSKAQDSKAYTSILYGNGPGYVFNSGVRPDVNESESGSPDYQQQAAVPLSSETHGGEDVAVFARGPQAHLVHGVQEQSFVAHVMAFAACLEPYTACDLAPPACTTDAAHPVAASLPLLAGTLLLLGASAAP
NALP3 yeast inh = blocks the NALP3 inflammasome reconstituted in yeast; Yeast reconstituted NLRP3/ASC/caspase-1, beta-gal luminescence, 24 h; inhibition, % at 10 µM; actives 0.39% (n = 330,000); AID 2825;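 active = inhibition of 50% or more; inactive = inhibition below 50%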;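 also: plate controls were induced DMSO wells for no effect and uninduced yeast grown without galactose for full effect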
hIAP inh = human IAP inhibition; AID 2544; actives 0.12% (n = 330,000); inhibition, % at 10 µM; purified IAP, CDP-Star luminescence, 30 min;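 active = inhibition reaching a set limit with compound at 10 µM in the primary screen, cut at about 35% in these data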;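 also: plate controls were DMSO wells with enzyme for no effect and no-enzyme buffer wells for full effect; values of inactives mirror those of a sister screen read the other way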
tim10-1 inh = tim10-1 yeast growth inhibition | S. cerevisiae tim10-1 ts strain growth, BacTiter-Glo, 24 h | inhibition, % at 20 µM | actives 2.2% (n = 330,000) | AID 463190;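 active = inhibition of at least 40%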;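 also: mutant grown at 25 °C; 0% = DMSO wells with yeast and 100% = wells holding no yeast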
ATG4B inhibitor = inhibitors of human ATG4B cysteine protease. Q9Y4P1. ATG4B cleavage of LC3-PLA2, NBD-HPC fluorescence, 1 h. inhibition, % at 8.33 µM. actives 0.51% (n = 340,000). AID 504462; in the data active = inhibition above about 40%
Target sequence (Q9Y4P1 whole entry, looked up): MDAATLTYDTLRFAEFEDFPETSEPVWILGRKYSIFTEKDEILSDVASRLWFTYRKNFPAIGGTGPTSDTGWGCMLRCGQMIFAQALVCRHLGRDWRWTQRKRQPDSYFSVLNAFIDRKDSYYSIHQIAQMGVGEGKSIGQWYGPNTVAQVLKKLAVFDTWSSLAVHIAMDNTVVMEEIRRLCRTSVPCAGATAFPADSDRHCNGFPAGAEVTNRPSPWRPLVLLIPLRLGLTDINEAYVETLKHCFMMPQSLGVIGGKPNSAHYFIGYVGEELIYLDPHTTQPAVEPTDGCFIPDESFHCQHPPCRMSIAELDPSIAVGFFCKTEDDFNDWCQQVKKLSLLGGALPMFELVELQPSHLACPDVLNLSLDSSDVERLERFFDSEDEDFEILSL
TIM10 inh = TIM10 yeast growth inhibition | S. cerevisiae TIM10 strain growth, BacTiter-Glo luminescence, 24 h | inhibition, % at 10 µM | actives 1.4% (n = 330,000);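 active = inhibition of 40% or more at the single tested concentration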;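 also: wild-type TIM10 isogenic control strain grown at permissive 25 °C; 0% = DMSO yeast wells and 100% = minimal medium wells without yeast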
Apaf-1 inh = human Apaf-1 inhibition | actives 0.71% (n = 330,000) | AID 489030 | reconstituted apoptosome caspase-3 activity, DEVD-Rh110 fluorescence | inhibition, % at 20 µM | O14727; active = inhibition of at least 40% at 20 µM;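 also: plate controls were DMSO wells for no effect and DEVD-CHO caspase inhibitor wells for full effect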
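Medium: Hepes buffer, pH 7.5 / System: biochemical Apaf-1 apoptosome reconstitution / Measured by: Rh110 fluorescence, excitation 480 nm, emission 540 nm / Times: compound with Apaf-1, dATP, procaspase-3 30 min, then 50 min reaction, room temperature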
Numbers without * were called inactive.

SMILES	mIAP block	mIAP act	hIAP act	NALP3 yeast inh	hIAP inh	tim10-1 inh	ATG4B inhibitor	TIM10 inh	Apaf-1 inh
COc1ccc(CN2CCN(Cc3ccco3)CC2)c(OC)c1	-1.1	1.01	0.882	1.5	11.8	-2.8	8.0	0.9	1.0
Cc1cc(/C=C(\C#N)C(=O)OCC(=O)NC(=O)NC(C)(C)C)c(C)n1CCC(C)C	5.8	0.942	1.14	16.5	-14.4	13.1	-5.3	16.8	8.8
COc1ccc(/C=C2\C(=O)OCc3cc(OC)c(OC)cc32)cc1OC	2.6	0.974	0.845	0.2	15.5	23.4	2.3	27.4	-0.9
CCSc1nsc(SCC)c1C(N)=O	6.9	0.931	0.914	-6.9	8.6	-10.0	-10.2	-3.9	-0.8
COC(=O)c1ccccc1NC(=S)N1CCN(c2ccc(OC)cc2)CC1	-11.7	1.12	1.08	-62.5	-8.3	3.5	-2.3	-2.5	4.3
COC(=O)c1ccccc1NC(=O)c1c(Br)cnn1C	3.0	0.97	0.967	2.9	3.3	0.0	-5.7	0.5	0.5
Cc1sc2nc(COC(=O)c3cccc(S(=O)(=O)N(C)c4ccccc4)c3)[nH]c(=O)c2c1C	11.6	0.884	1.17	-1.8	-16.9	9.7	-8.3	6.7	8.5
Cc1nnc(NC(=O)c2cc3ccccc3o2)s1	-2.1	1.02	1.01	28.5	-1.2	2.1	-8.7	5.8	-6.3
Cc1cccc(NC(=O)c2cc(=O)[nH]c3ccccc23)c1	-2.9	1.03	1.03	25.1	-2.8	15.4	-0.7	-9.1	2.3
CC(=O)C(/C=N/c1cc(-c2ccc(C)cc2)nn1-c1ccccc1)=C(\C)O	12.4	0.876	1.09	27.2	-9.6	22.5	-7.8	18.8	1.6
O=C(N/N=C/c1ccoc1)c1cc(Br)ccc1O	22.9	0.771	1.05	5.1	-5.3	12.9	0.5	18.2	-0.2
O=C(Nc1ccc(S(=O)(=O)Nc2ncccn2)cc1)C1=NN(c2ccccc2)C(=O)CC1	0.7	0.993	1.03	2.5	-3.2	-12.3	-14.5	4.5	-12.4
CC(=O)c1cccc(N=Nc2c(C)[nH]c3ccccc23)c1	13.0	0.87	0.931	25.9	6.9	21.0	-9.6	41.2*	0.9
COc1ccc2oc(C(=O)OC(C)C(=O)NCc3ccccc3)c(C)c2c1 (centres undefined)	0.0	1	1.02	12.4	-2.3	0.2	5.5	1.7	14.7
Cc1cccc(C(=O)OCC(=O)N(C)C(c2ccccc2)c2ccccc2)c1[N+](=O)[O-]	-2.9	1.03	0.922	24.2	7.8	8.3	6.9	-0.3	25.4
CC(CC(=O)O)CC(=O)Nc1cc(C(F)(F)F)cc(C(F)(F)F)c1 (centres undefined)	-2.9	1.03	1.02	9.7	-2.5	-10.9	-3.0	-15.6	-9.2
COc1ccc(Cl)cc1C(=O)Nc1ccccc1N1CCN(C)CC1	13.9	0.861	0.946	9.3	5.4	37.7	-7.1	20.5	-19.1
Fc1ccc(-c2nc3n(n2)Cc2ccccc2-3)cc1	-1.4	1.01	1.11	28.2	-10.8	23.2	15.3	4.4	-3.5
COc1ccc(OCCCC(=O)NNC(=O)c2ccncc2)cc1	2.1	0.979	0.982	2.6	1.8	0.3	-5.7	9.7	-2.7
O=C(CCCc1nc(-c2ccccc2)no1)N1CCOCC1	2.6	0.974	1.08	-6.0	-7.8	11.4	-7.5	4.5	-0.9
CCCCCCCCOC1OC(CO)C(O)C(O)C1NC(C)=O (centres undefined)	-1.9	1.02	1.08	-4.4	-8.2	17.1	-0.8	-3.5	-2.1
COc1cc(OC)cc(C(=O)NNC(=S)Nc2ccc(S(N)(=O)=O)cc2)c1	21.2	0.788	1.73	24.1	-72.8	-5.6	-0.6	18.8	-0.6
CC(=O)Nc1sc(N/N=C/c2ccc(C)cc2)nc1-c1ccc(C)cc1	8.4	0.916	0.97	17.3	3.0	28.5	-1.7	-2.4	14.0
COc1ccc(OC)c(NC(=O)N[C@@H](Cc2ccccc2)C(=O)O)c1	2.9	0.971	0.885	0.9	11.5	3.8	2.3	1.5	-14.2
COC(=O)C1=C(C)N(CCc2ccccc2)C(=O)C1	2.9	0.971	0.933	10.8	6.7	14.7	-12.3	15.6	-7.0
CCOC(=O)c1ccccc1NC(=O)Cn1cnc2c(cnn2-c2ccc(OC)cc2)c1=O	-0.6	1.01	0.752	8.5	24.8	2.2	-0.1	-32.1	-5.4
CCc1cccc(NC(=O)CCNS(=O)(=O)c2ccc3[nH]c(=O)oc3c2)c1	19.3	0.807	0.869	4.6	13.1	11.9	-4.7	1.9	-4.3
CCCCn1c(N)c(N(CC)C(=O)c2ccc(Cl)c(Cl)c2)c(=O)[nH]c1=O	10.5	0.895	0.893	16.2	10.7	4.2	-5.1	4.2	-2.3
C/C(=N/NC(=O)CN1CCN(Cc2ccccc2)CC1)c1ccc([N+](=O)[O-])cc1	9.8	0.902	1.08	17.1	-7.6	4.7	-8.8	7.0	-17.0
COc1cccc(C2C(C#N)=C(N)OC3=C2C(=O)CC(c2ccco2)C3)c1OCc1ccc(F)cc1 (centres undefined)	7.9	0.921	1.15	19.0	-15.0	39.0	0.9	-2.8	19.4
COc1ccc(CN2CCSc3sccc3C2=O)cc1	-3.1	1.03	1.06	60.6*	-5.7	-4.5	13.1	7.9	5.0
COc1ccc(OC)c(NC(=O)CN2CCN(C(=O)c3ccco3)CC2)c1	3.5	0.965	0.954	-5.2	4.6	9.3	5.9	11.6	-5.0
CC(NC(=O)NC1CCCCC1)C(c1cccs1)N1CCN(C)CC1 (centres undefined)	-16.8	1.17	1	4.8	-0.1	-3.9	-2.7	2.2	12.5
O=C(Nc1cccc(Cl)c1)ON=C1c2ccccc2-c2ccccc21	-34.8	1.35	0.96	4.0	4.0	17.0	-9.7	7.6	0.3
O=C(CCN1C(=O)C2CC=CCC2C1=O)N1CCN(c2ccccn2)CC1 (centres undefined)	-4.5	1.04	0.999	-10.1	0.1	-1.5	1.2	-4.5	-1.7
CC1=C(c2ccccc2)C(=S)NC(C)(C)C1	-1.7	1.02	1.02	11.8	-2.3	-6.2	-0.5	1.4	-5.0
O=C(Nc1ccc(Cl)cc1)N1CCN(Cc2ccc3c(c2)OCO3)CC1	-7.8	1.08	1.09	29.4	-8.9	11.9	-9.3	-1.4	8.3
Cc1nn(-c2ccc(C(=O)O)cc2)c(N)c1-c1ccccc1	4.7	0.953	1.14	5.5	-13.5	4.2	-7.5	3.6	0.9
O=C1CC(N2CCN(c3nc4ccccc4s3)CC2)C(=O)N1Cc1cccs1 (centres undefined)	-3.6	1.04	0.823	16.5	17.7	8.9	0.3	28.2	14.3
COc1ccc(N2CC(C(=O)N[C@@H](C)C(=O)NC(C)c3ccccc3)CC2=O)cc1 (some centres undefined)	2.2	0.978	0.97	-12.8	3.0	-7.0	-3.9	14.5	-12.0
CCCNC(=O)CSc1nc2[nH]ncc2c(=O)[nH]1	-3.9	1.04	1.12	-21.5	-12.4	16.9	-5.0	7.5	-0.2
CCCC/C=C/[C@H](c1ccccc1)[C@H](CO)Cc1cccnc1	7.1	0.929	1.08	-15.1	-7.7	22.9	1.1	21.6	15.0
COc1ccc(CC2(CO)CCN(Cc3c(C)nn(C(C)C)c3C)CC2)cc1	-3.3	1.03	0.985	0.4	1.5	-3.7	8.0	7.2	1.3
Cc1cc(NC(=O)c2ccccc2O)nc(C)n1	4.1	0.959	1.07	9.9	-7.0	3.6	-10.4	-10.6	-3.3
CC(Oc1ccccc1)C(=O)NC1CC(C)(C)NC(C)(C)C1 (centres undefined)	7.2	0.928	1.03	-3.0	-3.1	7.0	-4.5	7.4	0.7
O=C(CSCc1ccccc1Br)NC1CC1	1.9	0.981	1.81	17.1	-80.6	1.7	-6.1	-18.2	3.1
COc1ccccc1N1CCN(Cc2cc(=O)c(OCC#N)co2)CC1	-7.1	1.07	1.27	4.6	-27.1	-15.1	4.9	0.9	-8.9
Cc1ccc(CN(C)C(=O)COc2ccc(S(=O)(=O)N3CCCC3)cc2[N+](=O)[O-])c(C)c1	7.8	0.922	0.847	13.0	15.3	26.3	-6.4	10.4	-2.0
O=C(c1cc(-c2ccncc2)nc2ccccc12)N1CCN(Cc2ccccc2)CC1	-8.4	1.08	1.12	3.2	-12.4	30.0	-6.6	4.8	20.2
N#C/C(=C\c1cccnc1)C(=O)Nc1ccc(O)cc1F	2.4	0.976	1.07	7.8	-6.7	20.2	-12.8	11.3	6.5

An excerpt from above in order of their number in mIAP act, ascending:
Structure	mIAP act
CCCC/C=C/[C@H](c1ccccc1)[C@H](CO)Cc1cccnc1	0.929
CCCNC(=O)CSc1nc2[nH]ncc2c(=O)[nH]1	1.04
COc1ccccc1N1CCN(Cc2cc(=O)c(OCC#N)co2)CC1	1.07

(listing goes on)
SMILES	mIAP block	mIAP act	hIAP act	NALP3 yeast inh	hIAP inh	tim10-1 inh	ATG4B inhibitor	TIM10 inh	Apaf-1 inh
CCC1Oc2ccc(C)cc2N(Cc2cccc(C)c2)C1=O (centres undefined)	-0.4	1	0.879	-12.4	12.1	25.2	28.5	-15.9	13.6
O=C(O)CC1=C(Nc2ccccc2)C(=O)N(c2ccccc2)C1c1ccc(F)cc1 (centres undefined)	5.5	0.945	1.18	10.6	-17.9	25.6	2.7	22.0	5.1
C=CCc1cc(C=O)cc(OCC)c1O	-5.4	1.05	0.987	-9.1	1.3	16.2	5.5	-0.5	7.7
CCOC(=O)c1sc2nc(CC(=O)OC)nc(NCc3ccc(Cl)cc3)c2c1C	8.9	0.911	0.966	3.9	3.4	11.6	-17.9	-7.3	-6.9
O=C(NCCc1c[nH]c2ccccc12)C(=O)Nc1ccccc1	1.9	0.981	0.871	27.5	12.9	1.3	-1.3	-13.4	13.1
Cc1nc2ccc(Br)cn2c1C(=O)N/N=C\c1ccccc1[N+](=O)[O-]	3.9	0.961	1.02	-3.9	-2.0	8.8	-3.8	16.2	3.3
O=C(CN1C(=O)c2ccccc2C1=O)Nc1cccc([N+](=O)[O-])c1	4.1	0.959	0.89	22.5	11.0	13.4	-4.4	7.6	-9.0
O=C(CCc1nnc(COc2ccccc2)o1)NCc1ccccc1	-17.1	1.17	1.1	0.2	-9.8	-3.9	3.4	-9.0	8.3
CCOc1ccc(NC(=O)CC2C(=O)N(c3cccc(OC)c3)C(=O)N2C(C)C)cc1 (centres undefined)	-25.9	1.26	0.864	-14.7	13.7	7.7	-1.0	4.1	9.4
CCOC(=O)c1c(NC(=O)c2ccc(Br)o2)sc2c1CCCC2	8.4	0.916	0.897	10.4	10.3	13.0	2.3	13.0	-6.2
NC(=O)NC(CC(=O)Nc1cccnc1)c1cccc(Br)c1 (centres undefined)	2.1	0.979	1.11	10.2	-11.2	-2.1	0.6	-10.1	0.1
Cc1cccc(OCCCC(=O)Nc2ccc(Cl)c(S(=O)(=O)N3CCOCC3)c2)c1	-15.5	1.16	0.978	10.2	2.2	13.4	-17.8	5.7	8.1

Of the compounds above, these contain an aryl thioether with sulfur outside any ring.
SMILES	mIAP block	mIAP act	hIAP act	NALP3 yeast inh	hIAP inh	tim10-1 inh	ATG4B inhibitor	TIM10 inh	Apaf-1 inh
CCSc1nsc(SCC)c1C(N)=O	6.9	0.931	0.914	-6.9	8.6	-10.0	-10.2	-3.9	-0.8
CCCNC(=O)CSc1nc2[nH]ncc2c(=O)[nH]1	-3.9	1.04	1.12	-21.5	-12.4	16.9	-5.0	7.5	-0.2
